Mito fusion act = mitochondrial division inhibition or fusion activation; actives 0.23% (n = 320,000); Potency, µM (series often up to 46.1 µM), for the others: top-dose growth rescue (activation), actives largely listed as activators; S. cerevisiae fusion-defective mutant growth rescue, CellTiterGlo 48 h; AID 485298;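 also: potency is read from the fitted curve at half-maximal effect; % of control where 0% means no effect; nearly all actives have a fitted effect of over 45% in size; temperature-sensitive fusion mutants such as fzo1-1 at 37 °C on non-fermentable ethanol glycerol medium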
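Compounds are tested for their ability to restore growth of mitochondrial fusion-defective yeast strains at non-permissive 37C in YPEG medium over 48 hours. Viability is quantified by luciferase luminescence.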
Tb PFK block = T. brucei PFK enzyme inhibition; O15648; T. brucei PFK, ADP-Glo luminescence; Potency, µM (doses to about 57.5 µM), for the others: top-dose activity, negative = inhibition, most hits filed as inhibitors; actives 0.17% (n = 330,000); AID 485367;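 also: potency is read from the fitted curve at half-maximal effect; 0% = uninhibited 1x PFK enzyme wells and -100% = no-enzyme wells; nearly all actives have a fitted effect of over 60% in size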
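Luminescent ADP detection (ADP-Glo, two-step: ATP depletion then ADP-to-ATP conversion for luciferase) reported PFK activity after 45 min room-temperature reaction of 1.25 nM enzyme with 0.5 mM F6P and 0.1 mM ATP at pH 8.0.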
Eya2 phos inh = blocks the phosphatase activity of human Eya2; O00167; recombinant Eya2, OMFP fluorescence dephosphorylation (OMFP is methylfluorescein phosphate); Potency, µM (top dose mostly 76.9 µM), for inactives: top-dose activity, negative = inhibition, usual class: inhibitors; actives 0.006% (n = 330,000); AID 488837; also: potency is read from the fitted curve at half-maximal effect; % is scaled to controls: 0 for no effect and ±100 for the full control effect
Target sequence (O00167 whole entry, looked up): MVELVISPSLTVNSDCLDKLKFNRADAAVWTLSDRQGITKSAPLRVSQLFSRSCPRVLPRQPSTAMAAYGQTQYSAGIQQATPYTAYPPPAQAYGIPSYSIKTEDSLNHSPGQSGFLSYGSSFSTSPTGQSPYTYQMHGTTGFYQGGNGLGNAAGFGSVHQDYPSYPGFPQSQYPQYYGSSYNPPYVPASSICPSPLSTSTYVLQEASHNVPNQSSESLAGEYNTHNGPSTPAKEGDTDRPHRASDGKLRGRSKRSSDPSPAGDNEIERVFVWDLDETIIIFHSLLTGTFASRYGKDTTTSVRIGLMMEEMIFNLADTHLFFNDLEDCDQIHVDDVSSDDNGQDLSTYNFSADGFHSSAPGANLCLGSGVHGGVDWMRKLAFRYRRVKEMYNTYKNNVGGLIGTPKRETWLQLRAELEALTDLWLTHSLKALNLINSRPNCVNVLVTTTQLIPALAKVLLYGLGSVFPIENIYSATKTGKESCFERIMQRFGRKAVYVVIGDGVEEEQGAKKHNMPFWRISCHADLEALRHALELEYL
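Eya2 (0.2 uM) preincubated 10 min at ambient with compound, then OMFP substrate added at 50 uM; 10 min reaction in 50 mM HEPES pH 7.5, 50 mM NaCl, 5 uM MgCl2, 0.05% BSA, 1 mM DTT. Fluorescence read at Ex 485/Em 525 nm.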
PTAP TSG101 blk = blocks PTAP/TSG101 interaction to inhibit HIV-1 budding | Q99816 | Fluorescence polarization, FITC-PTAP peptide / Tsg101 binding | Potency, µM (top dose mostly 115 µM), without a hit: at the highest dose activity change, negative = inhibition, most hits filed as inhibitors | 340,000 tested, under 10 active | AID 493005; active = well fitted inhibition curve with a large enough effect in the main read-out, with a control signal flat, not every such curve was filed as active; inconclusive = small, poorly fitted or top-dose-only effect, or effect the other way, or a change in a side signal; inactive = no such curve, though single readings can be large or run the other way; also: potency is read from the fitted curve at half-maximal effect; % of control where 0% means no effect
Target sequence (Q99816 whole entry, looked up): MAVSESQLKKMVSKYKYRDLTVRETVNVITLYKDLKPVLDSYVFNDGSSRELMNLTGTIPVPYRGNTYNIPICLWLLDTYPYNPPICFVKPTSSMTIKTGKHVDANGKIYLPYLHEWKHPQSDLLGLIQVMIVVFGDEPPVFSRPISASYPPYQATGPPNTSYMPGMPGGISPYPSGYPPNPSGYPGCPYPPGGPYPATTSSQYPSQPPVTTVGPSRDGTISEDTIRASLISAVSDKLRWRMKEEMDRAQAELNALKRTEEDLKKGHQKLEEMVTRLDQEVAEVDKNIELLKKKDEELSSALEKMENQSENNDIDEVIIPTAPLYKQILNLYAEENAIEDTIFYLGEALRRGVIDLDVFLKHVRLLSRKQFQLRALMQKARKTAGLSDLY
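Compounds were pin-transferred onto Tsg101 binding domain (10 uM final) in HEPES pH 7.5 buffer, then FITC-PTAP peptide was added at 50 nM final. After 20 min at RT, polarization reported peptide displacement across a qHTS concentration series.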
Chronic BCR inh = blocks chronic active B-cell receptor signaling | ABC-DLBCL IkBa-CBG/CBR reporter, luminescence ratio, 4 h | Potency, µM (highest dose often 46.1 µM), for the others: at the highest dose ratio change, negative = lower green/red ratio, hits mostly inhibitors | actives 0.05% (n = 340,000); active = well fitted inhibition curve with a large enough effect in the signal ratio, with a control signal flat, not every such curve was filed as active; inconclusive = small, poorly fitted or top-dose-only effect, or effect the other way, or a change in a side signal; the % refers to the signal ratio;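 also: potency is read from the fitted curve at half-maximal effect; plate controls were basal doxycycline-induced cells for no effect and cells given 10 µM MG132 for full effect; MG132 reads +100%, hits lower the ratio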
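Doxycycline induced both beetle luciferases in TMD8 lymphoma cells; IKK-driven degradation limits the IkappaBalpha-fused green signal, while red luminescence normalises for cell number and nonspecific effects. Compounds tested up to 46 uM, 4 hrs.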
ASM inhibitor = inhibitors of human secretory acid sphingomyelinase; P17405; placental ASM, HMU-PC fluorogenic substrate, 60 min; Potency, µM (titrated, usually from 57.5 µM), without a hit: at the top dose activity change, negative = inhibition, actives largely listed as inhibitors; actives 0.006% (n = 340,000); AID 504937; also: potency is read from the fitted curve at half-maximal effect
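Steps: dispense placental human ASM, pin compound, wait 10 min at room temperature, add HMU-PC0 substrate at 9 uM final, incubate 60 min at 37 °C, add stop solution raising pH to 10, read fluorescence.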
TSHR antag = human thyrotropin receptor antagonism; TSHR-expressing cells, TSH-stimulated cAMP HTRF, 2 h; hits give low values; activity change, negative = inhibition, % at 11.5 µM; actives 0.2% (n = 330,000); P16473;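 active = activity change below a set negative limit, meaning inhibition stronger than a set level, cut at about -70% in these data; inconclusive = activity change between two set negative limits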; also: % is scaled to controls: 0 for no effect and ±100 for the full control effect
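TSHR-expressing cells were treated with compounds, then stimulated with TSH at EC80 (4nM final) for 2 hours at 37 deg C. Cellular cAMP was measured by HTRF competition between lysate cAMP and cAMP-d2 for a cryptate-labelled anti-cAMP antibody.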
Integrin act MD = activates integrin-mediated alleviation for muscular dystrophy; AID 624291; alpha7betagal myoblasts, beta-gal FDG fluorescence, 48 h; Potency, µM (doses to about 38.3 µM), for the others: at the highest dose activation, usual class: activators; actives 0.064% (n = 350,000);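 also: potency is read from the fitted curve at half-maximal effect; 100% = response of the positive control SU9516; nearly all actives have a fitted effect of over 60% in size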
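alpha7betagal+/- myoblasts (passage 13, 250/well) treated 48 h at 37C with compounds at 1:260 dilution of DMSO stock. Lysed, then beta-galactosidase activity read as FDG fluorescence (ex 480/em 540) after 30 min, with pre-read for autofluorescence.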
A-T KAP1 phos = potential ataxia-telangiectasia treatments restoring KAP-1 phosphorylation; […] A-T fibroblasts, KAP-1 phosphorylation AlphaLISA; neocarzinostatin DNA damage 30 min before lysis; Potency, µM (series often up to 57.5 µM), for inactives: at the highest dose activation, hits mostly activators; actives 0.19% (n = 320,000); also: potency is read from the fitted curve at half-maximal effect; % of control where 0% means no effect; nearly all actives have a fitted effect of over 45% in size
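ATM-like activity read as KAP-1 phosphorylation via AlphaLISA donor/acceptor antibody pairs after lysis and 6 hr at 25C. Cells were ATM-null patient fibroblasts ([…], hTERT), dosed 60 min, then exposed to the DSB inducer NCS for 30 min.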
ELG1 DNA repair = blocks ELG1-dependent DNA repair in HEK293T cells. HEK293T ELG1-luciferase reporter, luminescence, 16 h; DNA damage induced by 5-fluorouridine. Potency, µM (highest dose often 46.1 µM), inactives show at the highest dose activity change, negative = inhibition, actives largely listed as inhibitors. actives 2.3% (n = 330,000). AID 504467; also: potency is read from the fitted curve at half-maximal effect; % is scaled to controls: 0 for no effect and ±100 for the full control effect; nearly all actives have a fitted effect of over 55% in size
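Luminescence from the luciferase reporter, measured 30 min after ONE-Glo reagent at room temperature, was the read-out. Beforehand, 2,000 cells per well were exposed for 16 hr at 37 °C to 5-fluorouridine together with compound or vehicle.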
TCR activator = T cell receptor activation; 330,000 tested, under 10 active; AID 504894; Potency, µM (series often up to 9.22 µM), for inactives: at the highest dose activation of IL-2 secretion, usual class: activators; primary human leukocytes, anti-CD3, IL-2 HTRF, 48 h; also: % of control where 0% means no effect
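HTRF read-out of IL-2 secretion: europium cryptate donor excited at 320nm, d2 acceptor emission at 665nm. Cells were primary human leukocytes incubated 48 hr with compounds and a-CD3 beads, supplying TCR signal only.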
An asterisk follows results filed as active; ? = inconclusive; / = no result given; [ ] = remark or other dose. Unless noted, calls follow the shape of the dose curve; as a rule, active = well fitted curve in the direction sought with a large enough effect; inconclusive = small, poorly fitted or top-dose-only effect, or another doubt; inactive = no such curve, though single readings can be large; an effect the other way counts as inactive or inconclusive.

no.	compound	TSHR antag	ELG1 DNA repair	PTAP TSG101 blk	Mito fusion act	ASM inhibitor	A-T KAP1 phos	Tb PFK block	Chronic BCR inh	Eya2 phos inh	Integrin act MD	TCR activator
1	CCCC(C)NC(=O)c1ccc(C2SCC(=O)N2Cc2ccco2)cc1 (configuration not stated)	-9	-7%	-3%	-2%	-1%	1%	0%	?	-9%	-4%	-2%
2	CCN(CC(=O)Nc1c(F)cccc1F)C(=O)C1CC(=O)N(CCc2ccccc2)C1 (configuration not stated)	1	?	-1%	1%	4%	10%	0%	0%	3%	-18%	-8%
3	O=c1cc(C(F)(F)F)[nH]c2c(C(F)(F)F)cccc12	?	-10%	-4%	-16%	0%	-10%	-12%	0%	9%	-44%	-6%
4	CC(C)C(=O)N1CCN(c2nc(-c3ccccc3)c3c(c2C#N)CC(C)(C)OC3)CC1	-38	?	-3%	9%	165%[activator]	10%	-2%	7%	-16%	10%	6%
5	COc1cccc(NC(=S)NC2CC3CCCC(C2)N3CC(C)C)c1 (configuration not stated)	6	10%	-10%	-1%	5%	-1%	-4%	0%	4%	-17%	0%
6	COCC(=O)N1CCC(n2nnc3cc(C(F)(F)F)ccc32)CC1	3	9%	3%	-3%	-1%	-1%	1%	?	5%	-22%	0%
7	CC(=O)N1CCC(=NNc2nc3ccccc3[nH]2)CC1	-4	?	0%	-2%	3%	1%	-5%	?	12%	-5%	7%
8	COC(=O)c1ccc(NC(=O)CSC2=Nc3ccccc3C3CC=NN23)cc1 (configuration not stated)	9	?	0%	-4%	-8%	/	1%	?	5%	-14%	4%
9	COC(=O)Cc1c(C)c2ccc(OCC(=O)c3ccc(OC)c(OC)c3)cc2oc1=O	-27	2%	-1%	-4%	26%	?	9%	?	11%	7%	10%
10	CC(=O)N(Cc1ccco1)Cc1cc2cccc(C)c2n2nnnc12	-10	-6%	/	1%	/	4%	-5%	-2%	1%	/	/
11	CCN(CC)c1ccc(Nc2nc(-c3cccnc3)cs2)cc1	-30	?	1%	-18%	5%	12%	6%	-6%	12%	0%	3%
12	CN(C)C(=O)CN1CCN(Cc2cn(C)nc2-c2ccc3c(c2)OCCO3)CC1	-8	10%	-2%	1%	3%	2%	1%	?	-4%	-14%	2%
13	COC(=O)c1ccccc1NC(=O)CCS(=O)(=O)c1ccc(Br)cc1	0	-4%	-5%	-2%	-15%	3%	?	?	-18%	-20%	-5%
14	O=C(CSCc1ccc([N+](=O)[O-])cc1)NC1CCCCCC1	7	11%	-2%	-2%	2%	0%	-17%	?	-12%	7%	2%
15	COc1ccc(OCC(=O)N/N=C/C=C/c2ccccc2)cc1	1	15%	-1%	8%	-1%	7%	-5%	-19%	-4%	-43%	1%[46.1 µM]
16	CCN(CC)S(=O)(=O)c1ccc2c(c1)nc(SCC(=O)NCC1CCCO1)n2CC (configuration not stated)	-6	6%	-1%	-5%	/	3%	1%	5%	2%	-2%	7%
17	O=C(NC1CCSc2ccccc21)c1ccc([N+](=O)[O-])cc1 (configuration not stated)	-11	15%	-4%	1%	1%	0%	0%	-6%	-1%	3%	2%
18	CCOC(=O)c1c(C)[nH]c(C)c1C(=O)COC(=O)/C=C/c1ccc(Cl)cc1	95	-10%	-5%	?	-4%	0%	1%	2%	-8%	-3%	-2%[46.1 µM]
19	CCOC(=O)c1[nH]c2ccc(OCC)cc2c1NC(=O)CN1CCC2(CC1)OCCO2	0	8.2µM*	-7%	3%	211%[activator]	6%	-9%	?	-21%	-4%	-10%
20	Cc1ccc(C)c(S(=O)(=O)N2CCN(C(=O)CCNC(=O)c3ccc(Br)cc3)CC2)c1	-12	?	-5%	5%	-3%	-11%	0%	-2%	-39%	-19%	-1%
21	C=CCOc1c2ccc(C(=O)NCc3ccc(C)cc3)cc2nn1C	17	1%	0%	-3%	67%	19%	-24%	-10%	6%	9%	4%
22	CCCNC(=O)NC(=O)CN1CCCC1c1ccc2c(c1)OCCO2 (configuration not stated)	11	10%	3%	1%	-3%	9%	4%	7%	-24%	?	4%
23	COc1c(/C=C2\SC(=Nc3ccccc3Cl)NC2=O)cccc1[N+](=O)[O-]	?	-16%	-1%	-12%	-20%	-1%	11%	?	-4%	5%	-2%
24	O=C(CN1CCCCC1)c1c[nH]c2ccccc12	35	15%	-1%	4%	1%	10%	0%	?	-4%	-10%	8%
25	CC(=O)OC1COC(N2CCc3cc(Br)c([N+](=O)[O-])cc32)C(OC(C)=O)C1OC(C)=O (configuration not stated)	0	-13%	-6%	2%	-2%	0%	-1%	?	2%	0%	2%
26	O=C(CSc1cccc[n+]1[O-])Nc1cc(S(=O)(=O)N2CCOCC2)ccc1N1CCOCC1	13	10%	1%	-1%	-1%	3%	3%	-1%	7%	-2%	7%[46.1 µM]
27	CCOC(=O)[C@@H]1[C@H]2COc3cc(OC)ccc3[C@@H]2N2C(=O)N(c3ccc(Br)cc3)C(=O)[C@@]12C	-15	11%	-4%	-1%	3%	-5%	-3%	25%	14%	6%	9%
28	Cc1nn(-c2ccccc2)nc1C(=O)Oc1cc(C(F)(F)F)nn1-c1ccccc1	2	0%	-4%	10%	4%	8%	20%	?	10%	42%	0%
29	COc1ccccc1Nc1nc(N)nc(CSC(=S)N2CCN(c3ccccc3)CC2)n1	-5	?	-7%	-2%	-2%	3%	-4%	?	-23%	-1%	7%
30	Cc1cc(C)cc(NC(=O)COC(=O)CC2CCCC2)c1	5	2%	-3%	6%	2%	2%	3%	3%	-7%	6%	4%
31	O=C(O)CCCNc1cc(N2CCN(C(=O)c3ccco3)CC2)c2noc3c2c1C(=O)c1ccccc1-3	-38	-28%	?	-2%	-15%	-9%	?	?	-6%	18%	7%
32	Cc1c(C(=O)N2CCC2)oc2c(F)cccc12	7	-1%	-1%	/	0%	0%	0%	-5%	-13%	6%	-2%
33	CCc1ccc(CN(C)C(=O)c2cc(COc3cc(C)c(Cl)c(C)c3)on2)nc1	-10	-2%	-2%	-2%	-9%	8%	-8%	?	-10%	0%	-6%
34	COC(=O)c1cccc(N(CC(=O)NCC2CCCO2)C(=O)CCC(=O)Nc2cc(C)on2)c1 (configuration not stated)	1	16%	-5%	-2%	2%	-2%	-1%	-5%	2%	-11%	-3%
35	C=CCN(C(=O)CCC(=O)Nc1cc(C)on1)C(C(=O)NC(C)(C)CC)c1cccc(OC)c1OC (configuration not stated)	-5	-8%	1%	-2%	2%	1%	-5%	1%	?	4%	-15%
36	O=C(O)C/C(=C\c1cc2c(cc1Br)OCO2)c1nc2ccccc2s1	-8	?	-19%	15%	9%	11%	-15%	-12%	-1%	11%	-1%
37	CC1(c2ccccc2)CC2CC(c3ccccc3)N1O2 (configuration not stated)	16	-2%	/	1%	-1%	3%	1%	14%	7%	-6%	/
38	CC(=O)c1cccc(NC(=O)CN2CCN(Cc3ccccc3)CC2)c1	14	-3%	-1%	3%	-1%	3%	4%	?	2%	3%	-2%
39	COc1cc(/C=N/NC(=O)c2cccnc2)ccc1OC(=O)c1cccc(Br)c1	-14	0%	2%	4%	-13%	11%	-5%	2%	7%	-12%	6%
40	CCOc1cccc2c1OC1(C)CC2NC(=O)N1c1cccc(C(=O)N2CCN(c3ccccn3)CC2)c1 (configuration not stated)	-10	2%	-4%	-1%	3%	-2%	3%	-2%	-2%	-5%	4%
41	C=CCn1c(SCC(=O)/C(C#N)=C(\C)N)nc2sc(C)c(C)c2c1=O	-7	?	-1%	7%	0%	1%	4%	-7%	1%	-18%	-1%

Bioassay records as filed in PubChem.

Random draw from the library; overall some 3.2% were active at least once.
